# Compound activity: PubChem BioAssay, several laboratories
# sdo1 growth: growth rescue of sdo1-depleted yeast, primary screen, S. cerevisiae, bone marrow failure model; S. cerevisiae sdo1-depleted JHY4D growth rescue, OD600 30 h; stronger effect = higher value; pdr5 snq2 efflux-pump mutant strain; z-score at 10 µM; 0.21% of 140,000 active;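 active = z-score above 3 at both the 24 hr and the 30 hr optical density reads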;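 also: z-score against mean and SD of all compound wells on the same plate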
# INS promoter inh: inhibitors of insulin promoter-driven GFP, primary screen, imaging, TRM-6 cells (human fetal islet line), eGFP reporter, cell count. 0.9% of 130,000 active. AID 1273, 2008. inhibition, % at 2 µM. reporter expression induced with tamoxifen;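 active = inhibition above the mean plus 3 SD, with well images judged a real hit on visual review, cut at about 60% in these data, passing the limit was not always enough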
# sdo1 growth Rescue 24 h: recorded beside sdo1 growth, whose call it bears; z-score; S. cerevisiae sdo1-depleted JHY4D growth rescue, OD600; measured here: growth rescue at 24 h;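 0 is the plate mean of compound wells and units are plate SD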
# Starred values were filed as active, the others as inactive; · = not tested or not shown.
mol,sdo1 growth,sdo1 growth Rescue 24 h,INS promoter inh
N/C(=N\OC(=O)COc1ccc([N+](=O)[O-])cc1)c1ccc(Br)cc1,·,·,-81
COn1c(-c2ccc(Cl)cc2)nc2ccc(Cl)cc21,-1.5,-1.3,·
Cc1ccc(N=C2C(=S)N(c3ccc(C)cc3)C(=N)N2/N=C/c2ccc(Cl)cc2)cc1,-0.68,0.87,14
Fc1ccc(NC(=S)NCc2ccccn2)cc1,0.29,0.16,37
O=C(CCn1nnc2ccccc21)Nc1nnc(Cc2ccccc2)s1,1.1,1.1,-20
CCS(=O)(=O)c1ccc(O)c(NC(=O)c2cc(OC)c(OC)c(OC)c2)c1,1.8,1.6,0
O=C(c1ccccc1)c1ccc(OCC(O)CN2CCCCC2)cc1 (configuration not stated),0.61,0,-32
CC(=O)c1sc(-c2ccc(Cl)cc2)nc1C,·,·,40
Clc1ccc(-c2cnc3n2CCCCC3)cc1,·,·,-71
S=c1[nH]nc(Cc2sc(-c3ccccc3)nc2-c2ccccc2)o1,1.3,0.5,10
CC(NC(=O)c1ccccc1Cl)C(=O)O (configuration not stated),1.2,2,·
Cc1cc(C)c2c(=O)[nH]c(SCC(=O)N3CCCCC3)nc2n1,-0.33,-0.36,-275
O=C(CNC1CCCCCC1)Nc1ccccc1N1CCCCC1,-1.6,-1.5,11
Cc1ccc(CNS(=O)(=O)c2cn(C)cn2)cc1,0.1,-0.89,-42
Cc1cccc(NC(=O)Cn2cccc2)c1,1.3,0.91,·
COCCCn1c(SCC(=O)N(C)C)nnc1-c1ccccc1,0.39,-0.38,-20
O=C(NC1C(=O)NNC1c1ccccc1)c1ccccc1 (configuration not stated),0.41,-0.04,-29
Cc1ccnc(N/N=C/c2ccccc2)n1,0.85,0.58,·
O=C(Nc1ccccc1N1CCOCC1)c1cccc(F)c1,·,·,-46
COc1ccc(C(=O)COC(=O)C(CCSC)NS(=O)(=O)c2ccc(Cl)cc2)cc1 (configuration not stated),-0.9,-0.82,21
O=S(CC1CC1(Cl)Cl)CC1CC1(Cl)Cl (configuration not stated),1.1,1.5,7
COc1ccc2cnn(Cc3ccccc3)c(=O)c2c1OC,-0.75,-0.52,·
Cc1ccc(NC(=O)c2sc(Cl)nc2-c2ccccc2)cc1C,-1.4,-0.72,-55
Cc1ccc2nc(NC(=O)CN(C)S(=O)(=O)c3ccc(Br)s3)sc2c1,-1.1,-0.62,66*
Cc1nn(-c2ccccc2)c2sc(C(=O)NCCN3CCOCC3)cc12,0.85,1.3,·
COc1ccc(NC(=O)COC(=O)c2ccco2)c([N+](=O)[O-])c1,·,·,9
CCn1c(=O)c(C)nn2c3ccccc3nc12,-0.12,-0.52,-18
CNC(=O)CN(c1ccc(C(C)C)cc1)S(C)(=O)=O,0.76,0.89,18
O=C(Nc1ccc(N2CCCC2)c(Cl)c1)c1ccco1,0.5,0.3,0
CCCS(=O)(=O)N1CCN(CC2CC3C=CC2C3)CC1 (configuration not stated),1.9,0.17,-35
COc1ccc(N(C(=O)CCl)C(C(=O)NCCc2ccccc2)c2cccs2)cc1 (configuration not stated),-0.89,-0.42,-163
COc1ccc(N(C(=O)Cn2nnc3ccccc32)C(C(=O)NCc2ccco2)c2cccnc2)cc1 (configuration not stated),-0.4,-0.86,25
COc1ccc(/C=N/Nc2cc(=O)n(C)c(=O)n2C)cc1OC,1.3,1.2,·
CC(C)OC(=O)CC1C(=O)NCCN1C(=S)NC(=O)c1ccccc1 (configuration not stated),·,·,-8
N#Cc1c(C(F)(F)F)cc(-c2ccccc2)nc1SCCN1CCOCC1,-1.5,-0.8,-50
CN(C)c1ccc(C2OC(=O)C(C)(C)C(=O)C2(C)C)cc1 (configuration not stated),0.13,-0.06,-21
COc1ccc(/C=C/C(=O)NC(=S)NCC2CCCO2)cc1 (configuration not stated),·,·,-21
C/C(=N\NC(=O)CSCc1ccc(Cl)cc1)c1ccc(NC(=O)c2ccccc2)cc1,-1.3,-0.25,1
O=c1cc(CN2CCN(c3ccccc3)CC2)nc2scc(-c3ccccc3)n12,·,·,-73
CCOC(=O)C1CCCN(c2c(N3CCN(C4CCCCC4)CC3)c(=O)c2=O)C1 (configuration not stated),0.07,-0.62,·
Cc1ccc(C(C)n2cc(C(=O)NCc3ccccn3)nn2)cc1 (configuration not stated),·,·,57
O=C(COc1ccc(-c2nnco2)cc1)N1CCN(S(=O)(=O)c2ccc3ccccc3c2)CC1,-1.4,-1.6,-8
CC(=O)Nc1ccc(S(=O)(=O)N2CCSC2C(=O)O)cc1 (configuration not stated),0.77,0.26,6
CC(C)COC(=O)c1cc(=O)[nH]c2ccccc12,-1.4,-0.72,-100
CCOC(=O)c1ccc(NC(=S)Nc2ccccn2)cc1,-1.2,-1.1,-4
Cc1c(C(=O)N2CCN(c3ccccn3)CC2)sc2ncnc(N3CCOCC3)c12,0.38,0.31,20
Cc1cc(C)cc(NC(=O)CN2CCC(NC(=O)Cc3ccccc3)CC2)c1,0.63,0.69,·
CCc1ccc(NC(=O)N(CCN2CCOCC2)C2CCN(C(C)=O)CC2)cc1,-0.29,-0.72,57

# Continued.
Molecule	sdo1 growth	sdo1 growth Rescue 24 h	INS promoter inh
CN(C)C(/C=C/Nc1ccc(F)cc1F)=C(C#N)C#N	-0.21	-0.7	·
COCCOC(=O)C1=C(C)N=c2s/c(=C\c3cccs3)c(=O)n2C1c1cccs1 (configuration not stated)	-1.4	-0.63	-55
O=C(Cn1c(CC(=O)N2CCCC2)nc2ccccc21)NCc1ccccc1	-0.4	-0.74	-17
Cc1ccc(C(=O)Nc2nc(-c3ccc([N+](=O)[O-])cc3)cs2)o1	0.58	1.7	28
CC(OC(=O)c1ccc([N+](=O)[O-])s1)C(=O)Nc1ncc(Cl)cc1Cl (configuration not stated)	-1.9	-0.87	-27
Brc1ccc(-c2nc(N/N=C/c3cccnc3)c3ccccc3n2)cc1	-1.8	-1.1	26
Cc1nn(-c2ccccc2)c(Cl)c1/C=N/Nc1ccc(S(=O)(=O)Nc2ccccc2C(=O)O)cc1[N+](=O)[O-]	0.74	1.4	-14
COC(=O)c1cn(CC(=O)N2CCCCC2C)c2ccccc12 (configuration not stated)	-0.03	-0.06	-54
O=C(NNC(=O)c1cccnc1)Nc1cccc2ccccc12	-0.02	-0.97	·
COc1ccc(/C=C2/SC(=S)N(n3c(C)ccc3C)C2=O)cc1	-0.5	0.3	-36

# By substructure: the compounds so far with an NH in an aromatic ring
Molecule	sdo1 growth	sdo1 growth Rescue 24 h	INS promoter inh
S=c1[nH]nc(Cc2sc(-c3ccccc3)nc2-c2ccccc2)o1	1.3	0.5	10
Cc1cc(C)c2c(=O)[nH]c(SCC(=O)N3CCCCC3)nc2n1	-0.33	-0.36	-275
CC(C)COC(=O)c1cc(=O)[nH]c2ccccc12	-1.4	-0.72	-100

# Structures from the list above that contain a furan ring, fused or not, in the order listed:
Molecule	sdo1 growth	sdo1 growth Rescue 24 h	INS promoter inh
COc1ccc(NC(=O)COC(=O)c2ccco2)c([N+](=O)[O-])c1	·	·	9
O=C(Nc1ccc(N2CCCC2)c(Cl)c1)c1ccco1	0.5	0.3	0
COc1ccc(N(C(=O)Cn2nnc3ccccc32)C(C(=O)NCc2ccco2)c2cccnc2)cc1 (configuration not stated)	-0.4	-0.86	25
Cc1ccc(C(=O)Nc2nc(-c3ccc([N+](=O)[O-])cc3)cs2)o1	0.58	1.7	28

# The list continues.
Molecule	sdo1 growth	sdo1 growth Rescue 24 h	INS promoter inh
CCc1nnc(NC(=O)c2cc3ccccc3oc2=O)s1	-0.01	-0.22	-33
COc1ccccc1NC(=O)CCCn1c(=S)[nH]c2ccccc2c1=O	·	·	-29
CCCCN(C(=O)CSc1cc(C)c2ccc(OC)cc2n1)c1c(N)n(Cc2ccccc2)c(=O)[nH]c1=O	0.67	0.62	-22
Cc1ccc2c(C(=O)CN3CCCC3)c(C)[nH]c2c1	0.97	2	·
Cc1cc(C)nc(SCSc2nc(C)cc(C)n2)n1	-0.02	-0.23	·
O=C(O)C1CCCCC1C(=O)NCCCCc1ccccc1 (configuration not stated)	0.72	0.07	·
COC(=O)c1ccccc1Sc1c(/C=N/OCc2ccc(Cl)cc2)c(C(F)(F)F)nn1C	0.06	0.07	7
CCc1c(C)nc(N2CCOCC2)[nH]c1=O	0.15	-0.84	·
CC(NC(=S)Nc1ccc(Cl)cc1)C(c1ccccc1)N1CCOCC1 (configuration not stated)	-1.1	-1.8	7
Cc1c(C(=O)N2CCCC2)sc(NC(=O)c2cccs2)c1C#N	-1.2	-1.6	-36

# 4 of the entries above in order of their number in INS promoter inh, descending.
Molecule	sdo1 growth	sdo1 growth Rescue 24 h	INS promoter inh
COC(=O)c1ccccc1Sc1c(/C=N/OCc2ccc(Cl)cc2)c(C(F)(F)F)nn1C	0.06	0.07	7
CCCCN(C(=O)CSc1cc(C)c2ccc(OC)cc2n1)c1c(N)n(Cc2ccccc2)c(=O)[nH]c1=O	0.67	0.62	-22
COc1ccccc1NC(=O)CCCn1c(=S)[nH]c2ccccc2c1=O	·	·	-29
CCc1nnc(NC(=O)c2cc3ccccc3oc2=O)s1	-0.01	-0.22	-33

# Next section.
Molecule	sdo1 growth	sdo1 growth Rescue 24 h	INS promoter inh
O=C(CSc1nnc(-c2ccc(Cl)cc2Cl)n1C1CCCCC1)NC1CCS(=O)(=O)C1 (configuration not stated)	0.05	-0.35	-16
CCCc1nnc(-c2ccc(OC)cc2)o1	0.81	0.83	11
Cc1nc(N2C(=O)C(=O)/C(=C(/O)c3ccccc3)C2c2ccco2)sc1C (configuration not stated)	0.2	0.39	20
CCOC(=O)CCn1c2nc(C)cc(C)c2c(=O)n1-c1ccccc1	0.35	-0.17	·
O=C(c1ccc(C#CC2(O)CCCCC2)cc1)N1CCN(C(c2ccccc2)c2ccccc2)CC1	-0.41	-0.24	32
O=C(c1ccc(S(=O)(=O)N2CCOCC2)cc1)N(c1ccc(F)cc1)C1C=CS(=O)(=O)C1 (configuration not stated)	0.52	-0.09	4
Cc1c(NC(=O)c2cc(-c3ccc(Cl)s3)nc3ccccc23)c(=O)n(-c2ccccc2)n1C	-1.4	-1	·
CC(=O)c1coc2ccc(OCC(=O)O)cc12	0.66	0.51	-29
O=C1CC(N2CCCc3ccccc32)C(=O)N1c1ccccc1 (configuration not stated)	-0.31	-0.12	-42
Cc1ccc(-c2ccc(S(=O)(=O)N3CCN(C)CC3)cc2)cc1	-0.51	-1.3	5
O=C(NC(=S)Nc1cc(C(F)(F)F)ccc1N1CCOCC1)c1sc2ccccc2c1Cl	0.14	-0.43	-35
O=C(c1cc(=O)c2ccccc2o1)N1CCCc2ccccc21	-0.88	-1.3	·
COc1ccc(CCNC(=O)c2cnc3scc(C)n3c2=O)cc1OC	-0.41	-0.98	·
C=CCNCCCOc1ccc(C)cc1Br	2.6	1	-2
CCCc1cc(C(=O)Nc2sc3c(c2C#N)CCC3)no1	-0.87	-0.78	·
Cn1c(SCCOc2ccc(Cl)cc2)nnc1-c1ccncc1	-0.23	-0.35	-29
COc1ccc(NC(=O)C(=O)NCc2ccncc2)c(OC)c1	1.3	1.2	55
CCNc1nc(NC#N)nc(SCC(=O)OCC)n1	0.97	0.55	6
COc1ccc(C2C(C(=O)NCCN3CCOCC3)c3ccccc3C(=O)N2C)cc1OC (configuration not stated)	0.9	1	0
C=CCNc1sc(C(=O)c2ccc(Br)s2)c(N)c1C#N	1.3	3.2	·
Cc1ccc(C2NC(c3ccc(C)cc3)C(C)C(=NO)C2C)cc1 (configuration not stated)	-1.9	-0.75	29
CC(Sc1ccccn1)C(=O)Nc1ccccc1 (configuration not stated)	0.17	0.15	-123
CC(=O)c1ccc(NS(=O)(=O)c2ccc(N)cc2)cc1	·	·	6
C=CCNC(=S)Nc1ccc(C)c(S(=O)(=O)N2CCCCC2)c1	·	·	-100
CN(C)CCCNC(=O)CCc1ncc(C(F)(F)F)cc1Cl	·	·	-9
COc1ccc(Cn2c(-c3ccccc3)nc3c(c(=O)c4ccccc4n3C)c2=O)cc1	-0.9	-0.94	·
CCOC(=O)Cc1csc(Nc2c(C)n(C)n(-c3ccccc3)c2=O)n1	0.38	-0.36	·
CCOC(=O)N1CCN(Cc2ccc(F)cc2F)CC1	0.83	1.2	57
COCc1nnc(NC(=O)c2ccc3c(c2)OCO3)s1	·	·	-72
O=C1c2ccccc2C(=O)N1CCCC(=O)N1CCc2ccccc21	-0.13	-0.28	21
CCOC(=O)N1CCN(c2nc3c(c(=O)[nH]c(=O)n3C)n2Cc2ccccc2Cl)CC1	0.62	0.54	·
Cc1oc(-c2ccccc2Cl)nc1CSCC(=O)O	0.44	0.04	·
Cc1cc(-c2ccc(N3C(=O)CCC3=O)c(C)c2)ccc1N1C(=O)CCC1=O	-0.18	-0.86	-7
COc1ccc(/C=C/C(=O)NC(=S)Nc2cc3oc4ccccc4c3cc2OC)cc1	0.35	0.28	19
COc1ccccc1NC(=O)CN1CCN(CC(=O)Nc2ccc(OCc3ccccc3)cc2)CC1	-1.8	-0.61	-7
Cn1c(N)c(C(=O)CSc2ccc3c(c2)OCCO3)c(=O)n(C)c1=O	0.4	0.1	31
CCN(Cc1ccccc1)S(=O)(=O)c1ccc(C(=O)Nc2nnc(-c3ccccc3OC)o2)cc1	0.22	-0.31	·
COc1ccc(CCNC(=O)c2ccc(NS(=O)(=O)c3c(C)noc3C)cc2)cc1OC	0.32	-0.83	·

# The list is partial; the hit share may differ from the screen's.
